High-throughput results as filed in PubChem.
bIAP activator – bovine intestinal alkaline phosphatase activators, primary screen, biochemical, bovine IAP, CDP-star luminescence; alkaline phosphatase, intestinal [Bos taurus]; purified bovine IAP, 30 min; stronger effect = higher value; fold of DMSO-control signal, blank-subtracted; activation factor at 20 µM; hit rate 0.17% among 200,000; AID 1016, 2008;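 active = activation factor of 2 or more at 20 µM, a signal rise over negative controls twice the positive control's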
RAM network inh – inhibitors of the yeast RAM network, primary screen, dse1pr::URA3 reporter, 5-FOA selection; inhibition, % at 50 µM; hit rate 1.8% among 190,000; AID 868, 2007; S. cerevisiae dse1pr::URA3 reporter, 5-FOA growth OD615, 2 d; analog-sensitive cbk1-as2 kinase mutant strain;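 active = inhibition above a set limit, 3 SD over mean compound inhibition, cut at about 8.4% in these data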;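 also: 0% = DMSO-only wells with no growth and 100% = 10 µM 1-NA-PP1 full growth; inhibition rescues growth on 5-FOA so higher OD means more RAM inhibition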
APP transl inh – inhibitors of APP translation via 5'UTR reporter, primary screen, APP 5'UTR luciferase, SH-SY5Y cells; hit rate 0.82% among 190,000; SH-SY5Y APP 5'UTR-luciferase reporter, luminescence; inhibition, % at 2 µM;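 active = inhibition above a set limit, derived from the sample mean plus 3 SD, cut at about 45% in these data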; also: values of inactives mirror those of a sister screen read the other way
TNAP act hi DEA – TNAP activators at high phosphate acceptor level, primary screen, biochemical, luminescence, uHTS. Alkaline phosphatase, tissue-nonspecific isozyme (Homo sapiens), P05186. purified TNAP, CDP-star luminescence, 1 M DEA, 30 min; stronger effect = higher value; 0 = EDTA background, 1 = DMSO-only activity. activation factor at 20 µM. 200,000 tested, under 10 active. AID 1136, 2008;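 active = activation factor at least 2 at 20 µM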
Target sequence (P05186 whole entry, looked up): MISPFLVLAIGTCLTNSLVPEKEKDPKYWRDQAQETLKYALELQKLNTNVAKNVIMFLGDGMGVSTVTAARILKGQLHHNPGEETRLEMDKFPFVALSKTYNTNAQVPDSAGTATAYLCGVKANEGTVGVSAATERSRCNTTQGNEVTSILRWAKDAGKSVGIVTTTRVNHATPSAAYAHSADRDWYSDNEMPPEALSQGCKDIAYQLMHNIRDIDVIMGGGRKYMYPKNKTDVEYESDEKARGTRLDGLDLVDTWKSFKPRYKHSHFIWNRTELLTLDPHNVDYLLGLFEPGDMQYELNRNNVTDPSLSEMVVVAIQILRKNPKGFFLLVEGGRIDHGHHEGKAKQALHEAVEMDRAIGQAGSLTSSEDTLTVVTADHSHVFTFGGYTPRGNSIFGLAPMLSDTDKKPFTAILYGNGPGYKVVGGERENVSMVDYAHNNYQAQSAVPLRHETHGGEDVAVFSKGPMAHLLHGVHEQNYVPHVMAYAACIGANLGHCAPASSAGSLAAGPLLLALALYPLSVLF
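Control set: EDTA negative control, DMSO positive control / Assay system: human TNAP / Quantity: TNAP 1/800 final / Evaluation: TNAP activation factor scaled between EDTA and DMSO control wells / Measured by: luminescent substrate turnover signal / Compound dosing: one dose, 20 µM / Times: 30 min enzyme reaction at room temperature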
TNAP inh hi DEA – human TNAP enzyme inhibitors, primary screen, biochemical, luminescent, high phosphate acceptor level, uHTS; Alkaline phosphatase, tissue-nonspecific isozyme (Homo sapiens), P05186; purified TNAP, CDP-star luminescence, 1 M DEA; inhibition, % at 20 µM; hit rate 0.03% among 200,000;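 active = over 50% inhibition of tissue-nonspecific alkaline phosphatase at 20 µM in the single-dose screen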;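 also: plate controls were DMSO wells for no effect and EDTA-quenched wells as full inhibition for full effect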
TNAP inh noacc – human TNAP enzyme inhibitors, primary screen, biochemical, luminescent, no phosphate acceptor, uHTS; Alkaline phosphatase, tissue-nonspecific isozyme (Homo sapiens), P05186; purified TNAP, CDP-star luminescence, 30 min; inhibition, % at 20 µM; hit rate 0.26% among 200,000; AID 1012, 2008;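 active = tissue-nonspecific alkaline phosphatase inhibition above about 50% at 20 µM in the single-dose screen, limit read from the data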;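 also: 0% = DMSO negative control and 100% = EDTA positive control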
FLuc inhib CS – firefly luciferase enzyme inhibitors, primary screen, artefact control for luciferase-based inhibitor screens, biochemical, luminescence, ATPLite; Luciferin 4-monooxygenase (Photinus pyralis), P08659; 10 min; inhibition, % at 10 µM; hit rate 1.5% among 200,000;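 active = inhibition above about 50% when tested at 10 µM, limit read from the data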
Target sequence (P08659 whole entry, looked up): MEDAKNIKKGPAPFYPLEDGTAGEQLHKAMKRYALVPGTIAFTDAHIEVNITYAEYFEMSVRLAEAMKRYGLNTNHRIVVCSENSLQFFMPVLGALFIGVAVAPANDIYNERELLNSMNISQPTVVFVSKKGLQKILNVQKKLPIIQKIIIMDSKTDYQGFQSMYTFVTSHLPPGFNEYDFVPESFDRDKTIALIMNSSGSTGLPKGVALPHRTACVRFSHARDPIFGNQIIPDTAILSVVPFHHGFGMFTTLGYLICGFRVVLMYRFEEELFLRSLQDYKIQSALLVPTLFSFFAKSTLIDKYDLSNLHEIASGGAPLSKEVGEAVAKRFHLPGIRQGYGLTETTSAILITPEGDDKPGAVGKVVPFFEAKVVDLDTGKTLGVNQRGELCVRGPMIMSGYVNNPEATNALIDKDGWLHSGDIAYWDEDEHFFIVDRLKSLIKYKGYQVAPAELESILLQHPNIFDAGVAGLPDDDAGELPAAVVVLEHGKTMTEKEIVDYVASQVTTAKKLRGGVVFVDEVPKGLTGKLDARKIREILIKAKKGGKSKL
bIAP inhibitor – bovine intestinal alkaline phosphatase inhibitors, primary screen, selectivity assay for TNAP inhibitor project, biochemical, bovine IAP, CDP-star luminescence; alkaline phosphatase, intestinal [Bos taurus]; purified bovine IAP, 30 min; inhibition, % at 20 µM; 190,000 tested, under 10 active; AID 1019, 2008;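 active = over 50% inhibition of intestinal alkaline phosphatase at 20 µM in the single-dose screen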
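Incubation: 30 min reaction at room temperature / Material: purified bovine intestinal alkaline phosphatase (IAP) enzyme / Input: enzyme at 1/65,000,000 dilution / Dosing: 20 µM single dose / Signal: CDP-star luminescence signal / Reagent: CDP-star chemiluminescent phosphatase substrate, 30 µM final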
L major viab – Leishmania major promastigote growth inhibition, primary screen. inhibition, % at 10 µM. AID 1063, 2008. hit rate 9% among 200,000. Leishmania major promastigotes, resazurin fluorescence viability; in the data active = inhibition above about 50%;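 also: promastigotes grown with compound for 44 hours at 28 °C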
FLuc act counter – FLuc activators, initial screening, artefact control for FLuc-dependent activation tests, biochemical, ATPlite luminescence | Luciferin 4-monooxygenase (Photinus pyralis), P08659 | ATPlite luciferase biochemical, 10 min; 0 = ATP-free wells, 1 = DMSO control | activation factor at 10 µM | 200,000 tested, under 10 active | AID 1027, 2008;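 active = luciferase activation factor, scaled between plate controls, of at least 2 with compound at 10 µM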
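Material: Luciferase/luciferin reagent mix | Doses: Test compounds dosed from 2 mM stocks in 100% DMSO | Timing: 10 min incubation after luciferase reagent addition, room temperature | Measured by: Luminescence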
The depositor's hits bear a star; · = not tested or not shown.

SMILES	bIAP activator	RAM network inh	APP transl inh	TNAP act hi DEA	TNAP inh hi DEA	TNAP inh noacc	FLuc inhib CS	bIAP inhibitor	L major viab	FLuc act counter
CCc1ccc(NC(=S)Nc2ccc(S(=O)(=O)Nc3ncccn3)cc2)cc1	0.9	1.8	0	1.1	-6	-12	-3	6	1	1
CCOc1ccccc1CN1CCN(Cc2ccc(C)o2)C(CCO)C1 (stereo not given)	0.9	0.9	5	1	0	-10	-7	11	-2	1.1
COCc1nnc(NC(C)=O)s1	1	-1.0	-24	1.1	-6	-10	-7	-1	-3	1.1
O=c1c2ccccc2nc(/C=C/c2ccccc2)n1CCc1ccccc1	0.9	4.9	-2	1	0	-11	-2	10	8	1
Cc1cc(N2CCN(c3ccccc3)CC2)n2cc(-c3ccccc3)nc2n1	1.1	0.8	-5	1	1	1	2	-8	10	1
CN(Cc1ccccc1)S(=O)(=O)c1ccc(NC(=S)NC(=O)C2CCCC2)cc1	0.9	5.7	44	1.1	-5	-10	-7	11	14	1.1
CCOc1ccccc1N1CCN(C(=O)CC(C)C)CC1	1.2	2.3	6	1	-3	-13	-6	-22	42	1.1
Cc1cccc(N2CCN(C(=O)c3ccccc3NC(=O)C3CCCCC3C(=O)O)CC2)c1 (stereo not given)	0.9	0.1	-5	1	0	8	-9	11	-7	1.1
CCOC(=O)c1c(NC(=O)CSc2ncnc3ccccc23)sc(C(C)=O)c1C	0.9	3.4	-7	1	1	-4	-3	6	80*	1
COc1ccc(NC(=O)Cc2nn(C)c(=O)c3ccccc23)c2ncccc12	0.9	·	·	1.1	-5	-2	-6	7	·	1.1
N/C(=N\OC(=O)COc1ccc(Cl)cc1Cl)c1ccncc1	0.9	-0.3	-175	1.1	-8	-12	17	8	-1	0.8
FC(F)(F)c1ccccc1C1C2=C(Nc3ncnn31)c1ccccc1CCC2 (stereo not given)	1	4.7	-3	1.1	-5	-2	-2	2	96*	1
COc1cccc(CN(Cc2cccnc2)S(=O)(=O)c2ccc(-n3cnnn3)c(C)c2)c1	1.2	0.3	7	1	-3	-7	-4	-15	100*	1
Cc1cccc(Cn2nnc3c2C(=O)c2ccccc2C3=O)c1	0.9	0.0	16	1	-4	-8	-8	12	100*	1.1
COC(=O)Cn1nc(C)c2ccccc2c1=O	0.9	0.5	10	1	-1	-7	-4	13	-3	1
CC(=O)Nc1ccc(NC(=O)C2CCN(c3ccc(C(F)(F)F)cn3)CC2)cc1	1.2	2.2	-2	1.1	-7	-10	-4	-21	-9	1
COc1ccc2oc(/C=C/N(C)C)c(C(=O)c3ccc(Cl)cc3)c2c1	0.8	2.7	1	0.9	11	12	-5	17	3	1
Cc1ccc(N2C(=O)N(CC(=O)NC(c3ccccc3)c3ccccc3)C(=O)C2C)cc1 (stereo not given)	0.9	1.6	3	1	-2	-21	-7	6	2	1.1
COc1cc(S(=O)(=O)n2ccnc2)ccc1Br	0.9	3.3	-11	1	-3	-8	1	9	-4	1
O=C(COc1ccc(F)cc1Br)N1CCN(S(=O)(=O)/C=C/c2ccccc2)CC1	1.1	4.5	3	1	-2	-7	-6	-5	9	1.1

Reformatted: entries from further up.
| smiles | bIAP activator | RAM network inh | APP transl inh | TNAP act hi DEA | TNAP inh hi DEA | TNAP inh noacc | FLuc inhib CS | bIAP inhibitor | L major viab | FLuc act counter |
| --- | --- | --- | --- | --- | --- | --- | --- | --- | --- | --- |
| COCc1nnc(NC(C)=O)s1 | 1 | -1.0 | -24 | 1.1 | -6 | -10 | -7 | -1 | -3 | 1.1 |
| CCOc1ccccc1CN1CCN(Cc2ccc(C)o2)C(CCO)C1 (stereo not given) | 0.9 | 0.9 | 5 | 1 | 0 | -10 | -7 | 11 | -2 | 1.1 |
| Cc1cccc(Cn2nnc3c2C(=O)c2ccccc2C3=O)c1 | 0.9 | 0.0 | 16 | 1 | -4 | -8 | -8 | 12 | 100* | 1.1 |

Additional results.
SMILES	bIAP activator	RAM network inh	APP transl inh	TNAP act hi DEA	TNAP inh hi DEA	TNAP inh noacc	FLuc inhib CS	bIAP inhibitor	L major viab	FLuc act counter
Cc1ccc(-n2ncc3c(=O)n(CC#N)cnc32)cc1	0.8	-1.2	0	1	-4	-5	-5	16	-4	1.1
COC(C(=O)Nc1c(F)cccc1F)c1ccccc1 (stereo not given)	1	1.7	-8	1	-2	-4	-5	-4	3	1.1
COc1cccc(OCc2nnc(-c3cccs3)o2)c1	1	0.5	-6	0.9	6	17	3	-3	-3	1
CCOc1ccc(CCNC(=O)c2cccc(N3CCCC3=O)c2)cc1OCC	0.9	0.1	-8	1	-4	-20	-4	8	0	1
COc1cc(/C=C(\NC(C)=O)C(=O)Nc2ccccc2C)ccc1OC(C)=O	0.9	1.5	-9	1	-1	-20	-3	9	0	1
O=C(O)Cn1c(CC(=O)N2CCCC2)nc2ccccc21	0.9	0.8	-21	1.1	-5	-8	-7	11	-6	1.1
COc1ccccc1NC(=O)/C(=C/c1cccc([N+](=O)[O-])c1)c1ccccc1	0.9	11*	10	1	-3	-6	-7	8	89*	1.1
COCCCNC(=O)CCc1nc2cccnc2n1Cc1ccccc1	1	0.2	-8	1	1	-6	-3	0	2	1
O=C(COc1ccc(-c2ccccc2)cc1)N1CCCC1	1.3	1.1	-22	1	1	-3	14	-27	-6	0.9
CN(C)C(=O)N1CCN(C(=O)c2ccccc2Sc2ccccc2C#N)CC1	1.1	0.6	3	1	-4	-8	-1	-7	0	1
COc1ccc(C2CC(c3ccc4ccccc4c3)=NN2C(=O)COC(=O)C2CCC(=O)N2)cc1 (stereo not given)	1.1	3.1	-258	1	-2	-18	-2	-8	32	1
O=S(Cc1ccc(Cl)cc1)CC(O)COc1ccc(Cl)cc1 (stereo not given)	0.9	3.3	4	1	-3	-11	-3	10	-3	1
COC(=O)c1ccc(N2Cc3ccccc3/C2=N\C(=O)Nc2ccccc2)cc1	0.9	4.4	-7	1	5	-2	-2	6	-2	1
CCc1oc(C(=O)O)cc1COC	1.1	0.4	-13	1.1	-7	0	-8	-9	-5	1.1
O=S(=O)(c1ccc2c(c1)OCCO2)N1CCC(c2nc3ccccc3s2)CC1	1.1	3.8	13	1.1	-9	-11	-4	-6	-4	1
CC(NC(=O)/C(C#N)=C/c1cccs1)c1ccccc1 (stereo not given)	0.9	4.0	-3	1	-5	-11	-5	15	-2	1.1
CC1CCCCC1NC(=O)c1nn(C)c(=O)c2ccccc12 (stereo not given)	0.9	-1.4	5	1	1	-5	4	8	-4	1
COCCOC(=O)c1c(C)nc(SCC(=O)Nc2ccc(C)cc2)c(C#N)c1-c1ccco1	0.9	5.8	20	1	0	-11	-3	9	8	1
COc1ccc(C(=O)NCC(=O)OCC(=O)N2CC(C)CC(C)C2)cc1 (stereo not given)	0.9	0.5	3	1	-4	-15	-6	7	-4	1.1
C=CCn1c(SCN2C(=O)c3ccccc3C2=O)nc2ccc(Cl)cc2c1=O	1	4.8	1	1	0	6	0	-3	-5	1
c1cc(CNC23CC4CC(CC(C4)C2)C3)ccn1	1.2	0.1	-16	1	-5	-7	-10	-17	84*	1.1
CCCCOc1ccc(Br)cc1CSC(=N)N	1	1.6	52*	1	-3	-50	-4	1	99*	1
OCCNC(=S)NC1CCCCC1	0.9	0.5	-23	1	-1	-2	-7	9	-3	1.1
COCCNC(=O)c1cc(-c2ccc3c(c2)OCO3)on1	1	-0.1	-33	1.1	-6	-20	56*	5	-1	0.4
Cc1oc(=O)c(NC(=O)c2ccccc2)cc1C(=O)c1ccccc1	1.1	-0.2	-55	1	-3	-3	6	-12	5	0.9
CC(=O)N/C(=C/c1ccc(Cl)cc1)C(=O)NCCc1c[nH]c2ccccc12	1	3.6	5	1	0	-5	1	2	93*	1
CC1CCN(CCCCOc2ccc([N+](=O)[O-])cc2)CC1	0.9	-0.3	-9	1	-5	-8	0	9	91*	1
O=C1/C(=C/c2ccco2)CCC1C1CCCC1 (stereo not given)	0.9	0.6	-82	1.1	-5	-11	10	13	1	0.9
COC(=O)c1ccc(Cn2nc(C(F)(F)F)cc2C)cc1	0.9	-0.7	-2	1	2	-6	-2	7	-7	1
O=C(CN(c1ccc(Cl)cc1)S(=O)(=O)c1ccccc1)N/N=C/c1ccco1	0.9	0.3	-4	1	-2	-6	-7	14	4	1.1
COc1ccc(NC(=O)NC(C)C2CC3CCC2C3)cc1 (stereo not given)	1.1	-0.3	-24	1.1	-9	-22	-5	-5	25	1
CCOc1ccc(NC(=O)NNC(=O)c2ccc(Cl)cc2Cl)cc1	0.9	4.5	5	1	-1	-10	-5	8	-5	1.1
Fc1ccc2nc(-c3ccccc3)nc(SCc3nnc(-c4ccccc4)o3)c2c1	0.8	0.3	-2	1	-4	-7	-8	15	33	1.1
Fc1ccc(C2=CC(c3ccco3)n3ncnc3N2)cc1 (stereo not given)	0.9	0.3	4	1	0	-8	-3	8	-8	1
CNC(=O)/C(=C\c1ccc([N+](=O)[O-])cc1)NC(C)=O	1	-0.8	3	1.1	-5	-10	-6	5	44	1.1
O=C(Cn1cnc2ccccc2c1=O)Nc1nc2ccccc2s1	1	5.9	5	1	1	-2	0	-1	-5	1
N#CC1=C(S)N(c2ccccc2)C(c2cccs2)NC1=O (stereo not given)	1	1.2	5	1	-4	-14	-5	3	-1	1
CSc1ccc(Cl)c(C(=O)NCc2ccco2)c1	0.9	0.7	14	1.1	-5	-12	-1	6	-5	1
COc1cc(-c2nnc3sc(Cc4ccccc4)nn23)cc(OC)c1OC	1.1	1.6	-6	1	-5	7	-9	-12	34	1.1
Cc1ccc(-n2nnc3c(=O)n(CC(=O)NCc4ccccc4)cnc32)cc1	1	3.5	13	1.1	-7	-12	-5	-4	-10	1
CNC(=O)c1cc(Cl)c(OC)c(OC)c1	1	0.6	0	1	-2	-15	-8	-4	-7	1.1
O=C(COc1ccccc1)Nc1ccc([N+](=O)[O-])cc1	0.9	2.9	6	1	2	-3	0	8	11	1
COc1ccc(CCNS(=O)(=O)c2cccc(C(=O)O)c2)cc1OC	1	1.8	1	1	-2	-7	-1	1	-6	1
CCCn1c(N)c(C(=O)COC(=O)c2c(C)noc2C)c(=O)n(C)c1=O	1	1.5	1	1	-2	-8	-6	3	8	1.1
Cc1cccc(/C(N)=N/OC(=O)c2ccccc2Cl)c1	0.8	-0.8	-206	1.1	-5	-3	90*	18	17	0.1
